# Assay outcomes deposited in PubChem BioAssay by National Center for Advancing Translational Sciences (NCATS).
# mIDH1 inhibitor – human IDH1 R132H inhibition; O75874; IDH1-R132H enzyme, NADPH consumption, diaphorase/resazurin fluorescence; Potency, µM (doses to about 76.6 µM), for inactives: at the highest dose activity change, negative = inhibition, actives largely listed as inhibitors; hit rate 0.093% among 390,000; AID 602179; note: potency is the fitted concentration of half-maximal effect; % is set by controls: 0 for no effect and ±100 for the full control effect; nearly all actives have a fitted effect of over 65% in size
#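 IDH1-R132H (0.5 ug/mL dispensed) in pH 7.5 Tris buffer was preincubated 30 min with compound, then given a substrate mix of 0.016 mM NADPH and 2 mM alpha-KG for 80 min at room temperature; remaining NADPH was read by diaphorase/resazurin fluorescence.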
# D2 agonist – activates the human D2 dopamine receptor; P14416; HEK293 T-REx D2 cells, calcium flux agonist mode; activation, % at 2 µM; hit rate 0.53% among 340,000;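 active = activation over 3 SD above normal in the single-dose calcium agonist read, cut at about 30% in these data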; note: 0% is about no effect
# Target sequence (P14416 whole entry, looked up): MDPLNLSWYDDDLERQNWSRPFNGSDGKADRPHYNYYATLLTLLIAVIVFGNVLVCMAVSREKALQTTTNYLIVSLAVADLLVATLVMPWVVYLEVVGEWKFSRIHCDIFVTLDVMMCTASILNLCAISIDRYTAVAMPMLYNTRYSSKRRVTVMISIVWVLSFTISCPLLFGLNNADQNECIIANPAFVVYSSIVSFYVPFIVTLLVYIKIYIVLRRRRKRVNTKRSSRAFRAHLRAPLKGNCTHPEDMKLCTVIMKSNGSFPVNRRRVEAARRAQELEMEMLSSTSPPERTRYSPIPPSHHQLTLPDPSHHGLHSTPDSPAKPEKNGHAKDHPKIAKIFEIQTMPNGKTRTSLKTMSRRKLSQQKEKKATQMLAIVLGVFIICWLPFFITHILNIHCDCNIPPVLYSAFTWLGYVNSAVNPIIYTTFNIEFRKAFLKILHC
#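 Calcium-flux readout, 1 cycle/sec over 180 s following compound pin transfer, in inducible HEK293 Trex D2 cells (force-coupled); dopamine controls included. Positive calcium responses during this window marked compounds as potential agonists.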
# USP1-UAF1 inh – inhibitors of human USP1/UAF1 deubiquitinase; Potency, µM (doses to about 57.1 µM), without a hit: top-dose activity change, negative = inhibition, actives largely listed as inhibitors; hit rate 0.23% among 390,000; recombinant USP1/UAF1, Ub-Rhodamine cleavage fluorescence; O94782; note: potency is the fitted concentration of half-maximal effect; % is set by controls: 0 for no effect and ±100 for the full control effect; nearly all actives have a fitted effect of over 60% in size; inactives centre near -12
#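 Step one: compound is pinned into 1nM USP1/UAF1 in HEPES pH 7.8 buffer with TCEP. Step two: 15 min room-temperature incubation. Step three: Ub-Rho (150nM final) starts cleavage, tracked by fluorescence over six one-minute reads.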
# D2 antag – D2 dopamine receptor (human) antagonism; P14416; HEK293 TREx D2 cells, calcium flux, dopamine EC80; inhibition, % at 10 µM; hit rate 2% among 340,000; in the data active = inhibition above about 30%; note: 0% is about no effect
#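 Calcium mobilization kinetics were recorded at 1 s intervals in tetracycline-induced HEK293 T-REx D2 cells, first for 180 s after compound addition and then 180 s after EC80 dopamine.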
# TRHR ag – TRH receptor (human) agonism. hit rate 0.18% among 360,000. TRHR cells, calcium flux fluo-8, FDSS agonist mode. activation, % at 2 µM; in the data active = activation above about 30%; note: 0% is about no effect
# Target sequence (P34981 whole entry, looked up): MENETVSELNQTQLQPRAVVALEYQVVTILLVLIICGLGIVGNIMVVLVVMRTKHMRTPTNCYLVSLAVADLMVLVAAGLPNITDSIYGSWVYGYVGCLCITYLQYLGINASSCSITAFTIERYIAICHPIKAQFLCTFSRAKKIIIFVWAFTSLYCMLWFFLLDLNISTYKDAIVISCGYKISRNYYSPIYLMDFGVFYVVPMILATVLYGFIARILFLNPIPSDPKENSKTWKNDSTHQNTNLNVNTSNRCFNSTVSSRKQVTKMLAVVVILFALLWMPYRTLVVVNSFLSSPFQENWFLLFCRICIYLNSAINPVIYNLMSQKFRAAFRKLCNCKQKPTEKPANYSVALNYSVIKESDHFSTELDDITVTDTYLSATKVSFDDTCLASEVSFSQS
#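 Steps: seed TRHR cells overnight; add fluo-8 no-wash Ca dye, RT 30 min–1.5 h; record 10 s baseline; pin-transfer compounds; monitor fluorescence 1 cycle/s for the agonist window. Calcium increases flag candidate agonists.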
# Pin1 inh – human Pin1 inhibition | Q13526 | Pin1 FP peptide displacement, HiFluor488, 10 min | Potency, µM (doses to about 115 µM), for the others: top-dose activity, negative = inhibition, hits mostly inhibitors | hit rate 0.009% among 390,000 | AID 504891; active = well fitted inhibition curve with a large enough effect in the polarisation, with a control signal flat, not every such curve was filed as active; inconclusive = small, poorly fitted or top-dose-only effect, or effect the other way, or a change in a side signal; inactive = no such curve, though single readings can be large or run the other way; the % refers to the polarisation; note: potency is the fitted concentration of half-maximal effect; % is set by controls: 0 for no effect and ±100 for the full control effect
# Target sequence (Q13526 whole entry, looked up): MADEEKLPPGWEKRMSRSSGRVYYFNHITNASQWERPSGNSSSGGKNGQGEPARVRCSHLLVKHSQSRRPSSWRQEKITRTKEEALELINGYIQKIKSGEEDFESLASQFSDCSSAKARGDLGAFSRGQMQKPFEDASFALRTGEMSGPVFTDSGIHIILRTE
# TrxR1 inh – inhibitors of rat thioredoxin reductase 1 | Potency, µM (highest dose often 114 µM), for the others: at the highest dose activity change, negative = inhibition, actives largely listed as inhibitors | O89049 | hit rate 1% among 390,000 | recombinant rTrxR1, NADPH fluorescence consumption, selenite substrate; note: potency is the fitted concentration of half-maximal effect; % is set by controls: 0 for no effect and ±100 for the full control effect; nearly all actives have a fitted effect of over 65% in size
#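 Rat TrxR1 (90 nM in the dispensed reagent) was pre-reduced with 400 uM NADPH for 5 min at room temperature, then incubated with compound for 15 min. After 400 uM selenite was added, NADPH fluorescence (Ex 340/Em 450 nm) was followed for 8 min.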
# TRHR PAM – allosteric enhancers of human TRH receptor. P34981. TRHR cells, fluo-8 calcium fluorescence, EC20 TRH enhancement. enhancement, % at 2 µM. hit rate 0.66% among 360,000. AID 493056; in the data active = enhancement above about 30%; note: 0% is about no effect
#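 Enhancer read-out: after compound pinning and an initial kinetic agonist-mode read, an EC20 of TRH (10 nM final) was injected and fluo-8 calcium signal (Ex 480/Em 530) followed at 1 s/cycle for 100 cycles in TRHR-expressing cells.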
# TrxR1 substrate – substrates of rat thioredoxin reductase 1; Potency, µM (top dose mostly 114 µM), inactives show top-dose activity change, negative = substrate turnover; O89049; hit rate 0.01% among 390,000; AID 588456; purified TrxR1 substrate turnover, NADPH consumption readout; note: potency is the fitted concentration of half-maximal effect; % is set by controls: 0 for no effect and ±100 for the full control effect; nearly all actives have a fitted effect of over 50% in size
#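 Rat TrxR1, dispensed at 90 nM, was prereduced with 400 uM NADPH (final) for 5 min at ~22 deg C, then incubated with compound 15 min before 400 uM selenite. A first-read NADPH fluorescence drop versus no-compound background flagged substrates.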
# Active calls of the source: *; ? = inconclusive; · = not tested or not shown; [ ] = remark or other dose. Unless noted, calls come from the whole dose curve; as a rule, active = well fitted inhibition curve with a large enough effect; inconclusive = small, poorly fitted or top-dose-only effect; inactive = no such curve, though single readings can be large or run the other way.
smiles	mIDH1 inhibitor	D2 agonist	USP1-UAF1 inh	D2 antag	TRHR ag	Pin1 inh	TrxR1 inh	TRHR PAM	TrxR1 substrate
CC(=O)Nc1ccc(NC(=O)C(C)Oc2ccc(C)nc2[N+](=O)[O-])cc1 (stereo unspecified)	2%	·	-21%	·	0.1	-8%	-1%	3	-8%
C=CC1C(N2CCOCC2)C(C)(C)S1(=O)=O (stereo unspecified)	-4%	-0.1	3%	7	0.0	0%	-17%[57.1 µM]	2	1%
COc1ccc(-c2noc(-c3ccccc3-c3ccccc3)n2)cc1OC	3%	1.6	-9%	0	1.6	10%	-11%[57.1 µM]	4	13%[11.4 µM]
CCC(C(=O)NCCc1ccc(OC)c(OC)c1)n1nc(C)n2c(cc3occc32)c1=O (stereo unspecified)	-8%	0.3	-25%	33*	0.8	1%	-4%	9	-6%
Fc1ccc(Nc2ncnc3onc(-c4ccc(Cl)cc4)c23)cc1Cl	3%	-0.8	-18%	·	0.1	0%	45%[activator]	1	27%
CC(Sc1nnc(C2CC2)n1C1CC1)C(=O)NC1(C#N)CCCCC1 (stereo unspecified)	5%	-0.1	-1%	-3	-0.4	0%	24%	-3	4%
CN(CC(=O)Nc1ccc(Cl)c(C(F)(F)F)c1)C(=O)c1ccc2c(c1)NC(=O)CS2	-1%	0.0	-10%	0	-0.2	2%	6%	1	-6%
Cc1cccc(C(=O)NCCc2nnc(SCC(=O)Nc3cccc(C(=O)O)c3)n2C)c1	-1%	·	-7%	·	0.6	6%	8%	3	1%
CCN1CCc2nc3sc(C(=O)N4CCc5ccccc5C4)c(N)c3cc2C1	2%	-2.5	-20%	8	1.1	-1%	-1%	15	4%
O=C(CCC1CCCN(C(=O)CCN2CCCCC2=O)C1)NCc1ccccc1F (stereo unspecified)	-5%	-0.4	-20%	-20	-0.5	-13%	-7%[57.1 µM]	-1	-5%[57.1 µM]
O=C(CSC1=NS(=O)(=O)c2cc(Cl)ccc2N1)NCc1ccccc1	5%	-2.5	2%	14	0.1	6%	5%	20	-3%
CC1CCCC(C)N1C(=O)COC(=O)c1cccs1 (stereo unspecified)	-4%	·	-5%	·	·	-4%	20%	·	-1%
CC1CCc2nc(N)c(C#N)c(-c3cccn3C)c2C1 (stereo unspecified)	9%	-0.4	-6%	23	0.0	21%	23%[57.1 µM]	1	16%[57.1 µM]
Cc1cc2nc(-c3cccnc3SCC(=O)NC3CC3)[nH]c2cc1C	·	1.0	·	29	-1.1	·	·	-1	·
C=CCNC(=O)c1ccccc1NC(=O)c1ccc(Cl)c(S(=O)(=O)Nc2cc(C)ccc2C)c1	-2%	0.6	-8%	-3	0.3	?	-27%	9	25%
COCCn1nnnc1C(c1cc2cc(OC)c(OC)cc2[nH]c1=O)N1CCN(c2ccc(O)cc2)CC1 (stereo unspecified)	29%	-0.8	-8%	-7	-0.7	?	18%[57.1 µM]	-2	71%
CC(C)c1ccc(C2(C)NC(=O)N(C(C)C(=O)Nc3ccc(N4CCOCC4)cc3)C2=O)cc1 (stereo unspecified)	7%	0.9	-18%	8	0.6	0%	4%[57.1 µM]	1	3%[57.1 µM]
CCOc1ccc(NC(=O)CSc2nnc(CNC(=O)c3ccco3)o2)cc1	-5%	0.1	-6%	0	1.4	-3%	18%	-1	0%
Cc1ccc(C(c2ccccc2)c2c(C)[nH]c3ccccc23)s1 (stereo unspecified)	8%	-0.5	?	·	-0.6	0%	17%	1	5%
C=CCC(CC=C)(CNC(=O)C(=O)Nc1cc(C)ccc1OC)c1ccc(OC)c(OC)c1	0%	3.6	-11%	·	3.2	0%	9%	1	-9%
COc1cccc(NC(=O)CSc2nc3c(sc4ccccc43)c(=O)n2CCCN2CCCC2)c1	2%	0.0	-10%	0	0.5	11%	19%	-6	5%
O=C(Nc1nnc(CC(=O)N2CCOCC2)s1)C1COc2ccccc2O1 (stereo unspecified)	2%	-1.4	-5%	-5	0.8	2%	12%	8	0%
CC(C)CC1NC(=O)N(CC(=O)NC2CCCCC2)C1=O (stereo unspecified)	-10%	0.4	-16%	2	0.3	-1%	19%[57.1 µM]	-7	7%[57.1 µM]
CN(Cc1ccc(F)cc1)S(=O)(=O)c1nnc(NC(=O)c2ccc(F)cc2)s1	41%[activator]	1.5	-28%	·	1.5	3%	27%	-5	8%
CCOC(=O)Cn1c(=O)n(C2CCCCC2)c2nc(-c3ccc(C(C)C)cc3)nc(C(N)=O)c21	-5%	-0.3	-4%	·	0.1	-2%	16%[57.1 µM]	-4	12%[57.1 µM]
COc1cccc(CNS(=O)(=O)c2ccc(N3CCCCS3(=O)=O)cc2)c1	3%	-0.4	9%	·	0.2	-4%	13%[57.1 µM]	-6	2%[57.1 µM]
Cc1ccc(S/C=C\C(=O)c2ccccc2)cc1	-6%	0.3	-1%	-20	-0.3	2%	?	3	-1%
O=C(Nc1cccc(Cl)c1)N1CCOCC1	-9%	1.2	4%	-1	0.1	-1%	-7%	-4	-7%
Cc1nn(CCOc2ccccc2)c(=O)n1-c1ccc(Cl)cc1	6%	0.1	-13%	16	-0.4	2%	25%[57.1 µM]	1	0%[57.1 µM]
CCC(C)c1ccc(NC(=O)C2=CC=CN3CCS(=O)(=O)N=C23)cc1 (stereo unspecified)	-1%	0.3	-3%	1	1.2	0%	6%	-4	-2%
CC(OC(=O)c1cc(=O)[nH]c2ccccc12)C(=O)c1ccccc1 (stereo unspecified)	6%	-2.7	-19%	-15	-0.9	-1%	8%[57.1 µM]	4	-1%[57.1 µM]
O=c1c2ccccc2nc(-c2ccc([N+](=O)[O-])cc2)n1O	-2%	-0.2	-16%	4	-3.4	-7%	13%[57.1 µM]	2	4%[57.1 µM]
CC1(C)O[C@H]2[C@@H](O1)[C@@H](C(=O)Nc1ccccc1C(F)(F)F)O[C@@H]1OC(C)(C)O[C@@H]12	4%	·	-2%	·	-0.3	-2%	2%	1	-3%
COc1cccc(-n2nc(C(C)=O)c(C#N)c2-c2ccco2)c1	0%	-7.6	-23%	4	0.4	-1%	17%	-7	2%
COc1ccc(NC(=O)CCCC2CCCCC2)cc1S(=O)(=O)N1CCCCC1	7%	-1.9	-6%	-4	0.0	?	21%	9	-1%
CC(=O)Nc1ccc(OC(=O)COc2ccc(Br)cc2)cc1	-9%	0.0	-19%	-5	-0.4	1%	8%	-1	-2%
O=[N+]([O-])c1ccc(CN2CCN(c3ccc4ccccc4n3)CC2)cc1	0%	0.7	-6%	-7	0.1	2%	-22%	2	-15%
CC(C)Cc1[nH]c(=O)c(C#N)c2c1CCCC2	2%	-0.6	?	13	-0.2	-7%	-4%	-4	4%
CC1(C(=O)OCc2cc(=O)n3cc(Br)ccc3n2)CC1(Cl)Cl (stereo unspecified)	-9%	0.1	-16%	14	0.4	-1%	-21%	-2	-13%
N=c1ccn(Cc2ccccc2Cl)cc1	-6%	0.1	0%	20	-0.4	0%	8%[57.1 µM]	-4	0%[57.1 µM]
CC1C(=O)N2CCCc3cc(NC(=O)C4CCCCC4)cc1c32 (stereo unspecified)	6%	0.4	-19%	18	0.1	-13%	9%	19	-1%
CCOC(=O)N1CCN(C(=O)c2ccc3c(=O)n(-c4ccccc4F)c(=S)[nH]c3c2)CC1	3%	1.2	-18%	-4	-0.4	-2%	-15%	0	4%
CCc1ccc(-c2nn(CC(=O)NC3CCCCC3)c3c2cnc2ccc(OC)cc23)cc1	-10%	-0.3	-18%	·	0.1	1%	31%[57.1 µM]	0	8%[57.1 µM]
O=C(CCSCc1ccccc1Cl)NC1CCCCC1	2%	-0.5	-16%	-2	0.5	-19%	25%[57.1 µM]	0	8%[57.1 µM]
COc1ccccc1-c1nnc(SCC(=O)O)n1-c1ccccc1	11%	0.0	-13%	13	0.1	-8%	27%[57.1 µM]	7	-16%[57.1 µM]
COC(=O)CCc1c(C)c(C#N)c2nc3ccccc3n2c1N1CCCC1	4%	-0.6	-2%	-10	-1.2	15%	6%	-6	29%
Nc1ccc(S(=O)(=O)NN=Cc2ccccc2[N+](=O)[O-])cc1	-9%	·	-22%	·	·	-7%	-4%	·	-2%[57.1 µM]
COc1ccc(CCNC(=O)c2ccc(COc3ccccc3OC)o2)cc1	-3%	0.3	-14%	-13	0.1	0%	3%	-2	-6%

# With a hit mark in D2 antag (from the list above):
molecule	mIDH1 inhibitor	USP1-UAF1 inh	D2 antag	Pin1 inh	TrxR1 inh	TRHR PAM	TrxR1 substrate
CCC(C(=O)NCCc1ccc(OC)c(OC)c1)n1nc(C)n2c(cc3occc32)c1=O (stereo unspecified)	-8%	-25%	33*	1%	-4%	9	-6%

# The results go on:
smiles	mIDH1 inhibitor	D2 agonist	USP1-UAF1 inh	D2 antag	TRHR ag	Pin1 inh	TrxR1 inh	TRHR PAM	TrxR1 substrate
O=C(c1ccccc1)c1cccc(NC(=O)C2CC2)c1	3%	-0.5	-15%	0	-0.4	1%	1%	2	1%
CC1(C(=O)N2CC3(CC(c4cccc([N+](=O)[O-])c4)=NO3)C[C@H]2C(=O)NCC(N)=O)CC1 (stereo partly specified)	2%	-0.6	-25%	13	6.0	-7%	23%	-5	8%
COc1ccc(-c2nc3c(-c4ccc(Cl)cc4)cnn3cc2C)cc1F	5%	1.2	-21%	2	1.2	?	22%[57.1 µM]	3	4%[57.1 µM]
CCCn1nc2cc(C(=O)NCCc3cccs3)ccc2c1OCC	9%	-0.4	?	29	-0.7	-6%	23%[57.1 µM]	-23	53%[activator][57.1 µM]
N/C(Cc1ccc(Cl)cc1Cl)=N\OC(=O)Cc1cccs1	16%	-0.3	-23%	3	0.6	-4%	-2%[57.1 µM]	7	3%[57.1 µM]
Cc1ccc(OCc2cc(=O)n3cc(C)sc3n2)c(NC(=O)c2ccco2)c1	-7%	-0.2	7%	·	-0.2	9%	8%[57.1 µM]	-5	3%[57.1 µM]

# An excerpt; rates above refer to the full screens.
